Assay outcomes from PubChem BioAssay.
WRN inhibitor: inhibitors of human WRN helicase; Q14191; WRN helicase unwinding, fluorescent forked duplex, kinetic; 360,000 compounds, 0.46% hits; Potency, µM (top dose mostly 114 µM), for inactives: at the highest dose activity change, negative = inhibition, most hits filed as inhibitors; AID 651768; further: potency means the concentration at half of the fitted maximal effect; on the % scale 0 is the no-effect control and ±100 the full control effect; nearly all actives have a fitted effect of over 55% in size
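WRN at 20 nM final was preincubated with compound for 15 min at room temperature; reaction started with 100 nM forked duplex oligonucleotide carrying fluorophore and quencher plus 2 mM ATP (final). Unwinding followed kinetically by red fluorescence (ex 525/em 598 nm).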
PI5P4K alpha inh: inhibitors of human PI5P4K alpha; PI5P4Kalpha enzyme, ADP-Glo luminescence, 60 min; hits give low values; max response, %; 330,000 compounds, 1.2% hits; AID 652105; active means max response of -50% or lower; inconclusive means between -30% and -50%; inactive means -30% or higher; further: value at the top dose of about 77 µM; on the % scale 0 is the no-effect control and ±100 the full control effect
Target sequence (P48426 whole entry, looked up): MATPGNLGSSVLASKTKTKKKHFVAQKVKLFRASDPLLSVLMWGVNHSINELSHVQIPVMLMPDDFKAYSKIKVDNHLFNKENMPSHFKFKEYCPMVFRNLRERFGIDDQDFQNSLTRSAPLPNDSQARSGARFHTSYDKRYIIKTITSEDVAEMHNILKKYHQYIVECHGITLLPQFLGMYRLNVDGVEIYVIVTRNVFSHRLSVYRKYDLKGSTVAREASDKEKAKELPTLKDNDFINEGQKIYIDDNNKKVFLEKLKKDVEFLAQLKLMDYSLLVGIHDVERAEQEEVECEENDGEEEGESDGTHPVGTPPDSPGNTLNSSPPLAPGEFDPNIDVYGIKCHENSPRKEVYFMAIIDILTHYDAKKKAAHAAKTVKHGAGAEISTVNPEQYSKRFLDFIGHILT
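Controls without substrate or without enzyme flank wells where PI5P4Kalpha converts substrate using 5 microM ATP (final). Incubation lasts 60 minutes at room temperature; ADP formed is read by ADP-Glo luminescence.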
EPAC1 ag: EPAC1 (human) agonism; O95398; EPAC1 agonist qHTS, biochemical assay; response scale: 100% = response to 6.5 mM cAMP; Potency, µM (doses to about 154 µM), for the others: at the highest dose activation, hits mostly activators; 360,000 compounds, 0.073% hits; further: potency means the concentration at half of the fitted maximal effect; nearly all actives have a fitted effect of over 60% in size
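Read-out is the fluorescence drop as BODIPY-GDP leaves Rap1B (480 nm excitation, 540 nm emission), recorded every 5 minutes over 30 minutes. Reactions held 100 nM EPAC1, 250 nM Rap1B–BODIPY-GDP and 50 uM GDP, with 6.5 mM cAMP setting full activation.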
CCT modulator: modulators of cytosolic chaperonin (CCT/TRiC) activity; purified chaperonin ATPase assay, HTRF ADP detection, 30 min; activity change, % (concentration not given with the values), hits read low; 360,000 compounds, 0.3% hits; in the data active means activity change below about -30%; further: on the % scale 0 is the no-effect control and ±100 the full control effect
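ATPase activity: ADP formed was measured by HTRF Transcreener (665/615 nm ratio) after 30 min at 37 deg C with 10 uM ATP. Compounds screened at one 76 uM concentration against 40 or 20 nM TRiC in Tris pH 7.4/KCl/MgCl2/DTT buffer.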
EPAC1 antagonist: antagonists of human EPAC1. O95398. EPAC1 GEF assay, Rap1b-BODIPY-GDP exchange fluorescence. Potency, µM (doses to about 115 µM), for inactives: top-dose activity change, negative = inhibition, hits mostly inhibitors. 360,000 compounds, 0.14% hits. AID 720709;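 further: potency means the concentration at half of the fitted maximal effect; plate controls were vehicle for no effect and positive control for full effect; nearly all actives have a fitted effect of over 50% in size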
MmCpn inh: blocks the Methanococcus maripaludis chaperonin Mm-Cpn; purified Mm-Cpn ATPase, ADP Transcreener TR-FRET; Potency, µM (top dose mostly 76.9 µM), for inactives: at the highest dose activity, negative = inhibition, most hits filed as inhibitors; 330,000 compounds, 0.031% hits; AID 504842; further: potency means the concentration at half of the fitted maximal effect; on the % scale 0 is the no-effect control and ±100 the full control effect; nearly all actives have a fitted effect of over 80% in size
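Inhibition of chaperonin ATP hydrolysis is measured as reduced ADP production, detected by competitive TR-FRET in which signal falls with ADP. Final enzyme 25 nM and ATP 10 uM, reacted 30 min at 37°C.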
PLK1 PBD block: PLK1 (human) polo-box domain binding inhibition. P53350. Plk1 PBD binding of FITC phosphopeptide, fluorescence polarization. Potency, µM, without a hit: max response, negative = inhibition, hits mostly inhibitors. 360,000 compounds, 2.8% hits; further: potency means the concentration at half of the fitted maximal effect; series mostly up to about 57 µM; on the % scale 0 is the no-effect control and ±100 the full control effect; nearly all actives have a fitted effect of over 65% in size
Target sequence (P53350 whole entry, looked up, the tested form may be a part): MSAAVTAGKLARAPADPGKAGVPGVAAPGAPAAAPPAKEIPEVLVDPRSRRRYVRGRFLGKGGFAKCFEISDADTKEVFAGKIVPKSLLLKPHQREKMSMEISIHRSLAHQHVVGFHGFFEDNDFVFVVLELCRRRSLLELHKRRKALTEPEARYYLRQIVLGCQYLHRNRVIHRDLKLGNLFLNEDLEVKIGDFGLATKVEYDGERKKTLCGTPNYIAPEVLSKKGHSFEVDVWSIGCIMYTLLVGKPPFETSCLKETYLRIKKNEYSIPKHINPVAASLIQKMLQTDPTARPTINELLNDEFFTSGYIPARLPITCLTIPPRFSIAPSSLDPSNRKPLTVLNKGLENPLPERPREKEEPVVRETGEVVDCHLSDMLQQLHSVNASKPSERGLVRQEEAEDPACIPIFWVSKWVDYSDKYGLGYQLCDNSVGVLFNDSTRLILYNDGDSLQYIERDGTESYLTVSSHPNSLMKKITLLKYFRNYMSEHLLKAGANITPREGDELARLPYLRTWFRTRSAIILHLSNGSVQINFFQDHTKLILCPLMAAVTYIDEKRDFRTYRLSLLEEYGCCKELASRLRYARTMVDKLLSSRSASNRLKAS
EPAC2 antag: antagonists of human EPAC2 | EPAC2 GEF exchange of Rap1B-BODIPY-GDP, fluorescence | Potency, µM (titrated, usually from 114 µM), for inactives: at the highest dose activity, negative = inhibition, most hits filed as inhibitors | Q8WZA2 | 360,000 compounds, 0.18% hits; further: potency means the concentration at half of the fitted maximal effect; on the % scale 0 is the no-effect control and ±100 the full control effect; nearly all actives have a fitted effect of over 45% in size; many of its hits are not listed in these tables
The depositor's hits bear a star; u = inconclusive; x = not tested or not shown; [ ] = dose if it differs, or a comment. Unless noted, the call rests on the fitted dose curve; in most records, active means well fitted curve in the direction sought with a large enough effect; inconclusive means small, poorly fitted or top-dose-only effect, or another doubt; inactive means no such curve, though single readings can be large; an effect the other way counts as inactive or inconclusive.

SMILES | WRN inhibitor | PI5P4K alpha inh | EPAC1 ag | CCT modulator | EPAC1 antagonist | MmCpn inh | PLK1 PBD block | EPAC2 antag
CC(=O)c1ccccc1OC(=O)c1ccc(-c2ccccc2)cc1 | -3% | 1 | 0% | -3.4 | -6% | x | 3% | -10%
Nc1scc2c(C(=O)O)nn(-c3ccccc3)c(=O)c12 | x | x | 10% | x | 10% | 2% | x | 5%
O=C(Nc1cccc(S(=O)(=O)N2CCCCC2)c1)C1CCC1 | -6% | 3 | -1% | 2.6 | 10% | -5% | -9% | 11%
CC(C)(C)S(=O)N1Cc2cc(C(=O)N3CCOCC3)nc(-c3cccc(Br)c3)c2[C@@H]1CCO (stereo not given in full) | 1% | -3 | -18% | 0.7 | 6% | x | -28% | 19%
O=c1[nH]c2ccccc2n1CCCSCCCn1c(=O)[nH]c2ccccc21 | 10% | x | -1% | -4.3 | 0% | 2% | -1% | -2%
Cc1ccc(C(=O)NCC(=O)OCC(=O)NC(C)c2ccccc2)s1 (stereo not given) | 5% | -6 | 2% | -0.7 | -15% | 2% | -11% | 1%
CCOc1ccccc1NS(=O)(=O)c1c(C)[nH]c(C)c1C(=O)N1CCCCC1 | -9% | 3 | 7% | 0.1 | 6% | 2% | -5% | 0%
O=C(NCc1ccc(F)c(F)c1)C1CCC(=O)N(CC2CCCCC2)C1 (stereo not given) | -18% | 6 | 4% | -0.5 | -2% | u | -4% | -1%
CCOC(=O)c1c(C)n(C)c2ccc(OCC(O)Cn3nc(C)c(Br)c3C)cc12 (stereo not given) | -4% | x | 28% | -3.4 | -5% | 4% | -6% | -20%
COc1ccc(-c2cc(C(=O)N3CCN(C(c4ccccc4)c4ccccc4)CC3)no2)cc1OC | -12% | x | 9% | -2.4 | -17% | -2% | -5% | -2%
COC(=O)COC(=O)c1ccc(Oc2nc(OC)nc(N(C)C)n2)cc1 | -7% | 0 | 9% | 2.0 | 9% | -3% | -3% | 21%
O=[N+]([O-])c1cccc(-n2cc3ccc([N+](=O)[O-])cc3n2)c1 | 4% | -19 | 9% | -1.8 | 3% | 1% | -1% | -1%
CNC(=O)COC(=O)/C=C/c1c(C)nn(-c2ccccc2)c1C | 5% | -6 | -2% | -5.9 | 4% | 0% | -3% | 13%
COc1cc(CN2C(=O)C(Cc3ccccc3)ON=C2c2ncccc2C)cc(OC)c1 (stereo not given) | 6%[57.1 µM] | 12 | -4% | -0.2 | -10% | x | 3% | -28%
CC(NC(=O)COC(=O)C1CCN(c2ccc(C(F)(F)F)cn2)CC1)c1ccc(Br)cc1 (stereo not given) | -16% | 10 | u | 0.9 | -23% | -4% | 9% | -22%
COc1ccccc1N(CC(=O)Nc1ccc(F)c(F)c1)S(C)(=O)=O | 9% | -1 | -1% | -11 | 10% | 0% | -4% | 3%
O=C(CCC(=O)c1ccccc1)NCCc1c[nH]c2ccccc12 | -27%[57.1 µM] | 8 | -5% | 0.0 | -1% | 1% | 0% | -13%
N#CCCn1c(C2CCCCC2)nc2ccccc21 | 2% | 8 | 10% | -9.8 | -23% | 1% | -6% | 1%
Cc1ccc(CNC(=O)C2CC(c3ccccc3F)=NO2)cc1 (stereo not given) | 2% | 0 | 1% | 0.8 | -12% | -1% | 3% | 0%
Cc1noc(C)c1S(=O)(=O)N(C)C[C@H]1Oc2ccc(NC(=O)Cn3cnnn3)cc2C(=O)N([C@H](C)CO)C[C@@H]1C | 4% | -6 | -5% | -1.1 | 12% | -1% | -11% | 4%
Cn1c(SCC(=O)N2CCN(c3ccccc3)CC2)nnc1-c1ccncc1 | 2% | 6 | 1% | -3.5 | -3% | -3% | -2% | 1%
Cc1nc2ccccc2n1CC(=O)OCC(=O)NCc1ccccc1 | 2% | 7 | -2% | -0.7 | 8% | 0% | -3% | 16%
CC(C)COC(=O)OCN1C(=O)CN(CCN2CC(=O)N(COC(=O)OCC(C)C)C(=O)C2)CC1=O | -4% | 0 | -19% | 1.2 | -29% | 2% | -8% | -7%
CCc1nc(SCC(=O)Nc2cccc(C(F)(F)F)c2)c2c(=O)n(C)c(=O)n(C)c2n1 | -1% | 0 | -15% | 0.3 | -4% | 1% | -8% | 13%
O=C(COC(=O)c1cc(=O)[nH]c(=O)[nH]1)Nc1cccc(Cl)c1 | 5% | -1 | -11% | -2.0 | -16% | 1% | 0% | 14%

Already shown: an excerpt of the list.
SMILES | WRN inhibitor | PI5P4K alpha inh | EPAC1 ag | CCT modulator | EPAC1 antagonist | MmCpn inh | PLK1 PBD block | EPAC2 antag
CC(=O)c1ccccc1OC(=O)c1ccc(-c2ccccc2)cc1 | -3% | 1 | 0% | -3.4 | -6% | x | 3% | -10%
Nc1scc2c(C(=O)O)nn(-c3ccccc3)c(=O)c12 | x | x | 10% | x | 10% | 2% | x | 5%
O=C(Nc1cccc(S(=O)(=O)N2CCCCC2)c1)C1CCC1 | -6% | 3 | -1% | 2.6 | 10% | -5% | -9% | 11%
CC(C)(C)S(=O)N1Cc2cc(C(=O)N3CCOCC3)nc(-c3cccc(Br)c3)c2[C@@H]1CCO (stereo not given in full) | 1% | -3 | -18% | 0.7 | 6% | x | -28% | 19%
O=c1[nH]c2ccccc2n1CCCSCCCn1c(=O)[nH]c2ccccc21 | 10% | x | -1% | -4.3 | 0% | 2% | -1% | -2%
Cc1ccc(C(=O)NCC(=O)OCC(=O)NC(C)c2ccccc2)s1 (stereo not given) | 5% | -6 | 2% | -0.7 | -15% | 2% | -11% | 1%
CCOc1ccccc1NS(=O)(=O)c1c(C)[nH]c(C)c1C(=O)N1CCCCC1 | -9% | 3 | 7% | 0.1 | 6% | 2% | -5% | 0%
O=C(NCc1ccc(F)c(F)c1)C1CCC(=O)N(CC2CCCCC2)C1 (stereo not given) | -18% | 6 | 4% | -0.5 | -2% | u | -4% | -1%
CCOC(=O)c1c(C)n(C)c2ccc(OCC(O)Cn3nc(C)c(Br)c3C)cc12 (stereo not given) | -4% | x | 28% | -3.4 | -5% | 4% | -6% | -20%
COc1ccc(-c2cc(C(=O)N3CCN(C(c4ccccc4)c4ccccc4)CC3)no2)cc1OC | -12% | x | 9% | -2.4 | -17% | -2% | -5% | -2%

Next records follow:
SMILES | WRN inhibitor | PI5P4K alpha inh | EPAC1 ag | CCT modulator | EPAC1 antagonist | MmCpn inh | PLK1 PBD block | EPAC2 antag
CCOC(=O)/C=C/C(=O)OCC(=O)Nc1cccc(Br)c1 | u | -2 | 11% | -11 | u | 0% | u | -16%
COC(=O)C1C(c2ccc(OC)cc2)NC(=O)NC1(O)C(F)(F)Cl (stereo not given) | 10% | 0 | -11% | 1.4 | 0% | 3% | -2% | 16%
N#Cc1c(Sc2ncc(C(F)(F)F)cc2Cl)nsc1C/C=N\OCc1c(F)cccc1Cl | -26% | -14 | -1% | -2.8 | 7% | -1% | -9% | -4%
CNS(=O)(=O)c1cc(S(=O)(=O)NC)c2cccc3c2c1NC3=O | 6% | -7 | -16% | -0.6 | 9% | 3% | -8% | 9%
CN(C(=O)c1cc2sccc2n1C)C1CCCCC1 | 6% | x | -1% | -0.3 | 19% | 0% | -5% | 12%
CCCN(CCC)S(=O)(=O)c1ccc(N2CCCC2=O)c([N+](=O)[O-])c1 | 11% | 0 | -6% | 0.0 | 8% | 1% | -5% | 7%
COc1ccc(-c2c(C3=CCCCC3)oc3ccc(-c4ccc5c(c4)OCO5)cc23)cn1 | -1% | 4 | 2% | 0.7 | -19% | x | -4% | 0%
Cc1[nH]c(N)nc(=S)c1CCCNc1ccccc1 | 2% | -12 | -2% | -2.5 | -16% | x | u | -4%
C[C@H]1CNC(=O)c2c(C(=O)NC3CCN(C(=O)OC(C)(C)C)CC3)ncn21 | 4% | 2 | -11% | 1.5 | 0% | x | -14% | 34%[activator]
CN(C)CCN(C(=O)c1ccc2ccccc2c1)c1nc2ccc(F)cc2s1 | 1% | 5 | 4% | -1.8 | -6% | 4% | -7% | 1%
NC(=O)C1CCCN(C(=O)CCc2nnc(C3(c4ccc(Cl)cc4)CCC3)o2)C1 (stereo not given) | -12% | -7 | -5% | 0.4 | 9% | 2% | 3% | -4%
COCCn1cc(C(=O)N2CCCC(C)C2)c2c3ccccc3n(C)c2c1=O (stereo not given) | 3% | x | -7% | -0.4 | -4% | -1% | -10% | 5%
CC(=O)N1c2ccc(S(=O)(=O)N3CCCC(C(=O)N4CCC(C)CC4)C3)cc2CC1C (stereo not given) | -2% | 0 | -5% | -0.6 | u | -1% | -12% | -3%
CCOC(=O)Cn1nnnc1CN(CCc1ccccc1)Cc1cc2cc(CC)ccc2[nH]c1=O | -10% | x | 9% | -15 | -13% | -4% | -2% | -10%
CNC(=S)Nc1cccc2[nH]ncc12 | -3% | 7 | 5% | 0.0 | -14% | 1% | -10% | 2%
N#Cc1nc(COc2ccc(Br)cc2)oc1N1CCCC1 | -21% | -2 | 7% | 1.9 | -14% | -2% | -5% | 10%
O=C(CCc1ccccc1)Nc1cc2c3c(c1)CC(=O)N3CCC2 | 5% | -2 | 1% | -2.9 | 9% | 0% | -1% | 11%
COCC(C)n1c(SCC(=O)N(C)C2CCS(=O)(=O)C2)nc2ccccc2c1=O (stereo not given) | -4% | 0 | 5% | 1.2 | 0% | 0% | 6% | 10%
COC(CNC(=O)C(=O)Nc1cc2c3c(c1)CC(=O)N3CCC2)OC | 2% | 4 | 8% | 0.0 | -1% | 2% | -6% | 1%
CCCNc1nc2c(c(=O)[nH]c(=O)n2C)n1CCc1ccccc1 | 0% | 0 | -3% | -1.1 | 19% | 0% | -2% | 14%
O=S(=O)(NC(=NC1CCCC1)C(F)(F)F)c1ccccc1 | -2% | -6 | -10% | 2.5 | -11% | 0% | -6% | 20%
CC(NC(=O)c1ccco1)C(=O)Nc1nc(-c2ccccn2)cs1 (stereo not given) | -6% | -23 | 0% | -0.8 | -5% | -3% | -16% | 2%
CCn1c(SCC(=O)NCCc2ccc(OC)c(OC)c2)nc2c([nH]c3ccccc32)c1=O | 5% | -8 | 6% | -1.1 | 1% | x | -17% | 36%[activator]
CC(=O)C1C(C)CC2C3CCC4CC(=O)CCC4(C)C3CCC21C (stereo not given) | 8% | 0 | -8% | -1.3 | -5% | x | -3% | 6%
CCOc1ccc(NC(=O)N2CCC(n3c(=O)[nH]c4ccccc43)CC2)cc1 | 7% | 10 | 0% | -0.4 | -20% | 2% | 3% | 5%

Some of the compounds tested, so the mix of outcomes need not match the whole.
